All columns: NCI-60 one-dose screen, growth in % after 48 h at 10 µM unless noted; 100 = growth as untreated, 0 = no growth, -100 = all killed.
SK-MEL-28: SK-MEL-28 melanoma; 81,000 compounds, 4.1% hits; AID 1794761
HS 578T: HS 578T breast cancer; 78,000 compounds, 4.1% hits
LOX IMVI: LOX IMVI melanoma | 79,000 compounds, 7.4% hits | AID 1794757
MALME-3M: MALME-3M melanoma | 78,000 compounds, 5.8% hits | AID 1794766
SK-MEL-2: SK-MEL-2 melanoma | 77,000 compounds, 4.7% hits
SK-MEL-5: SK-MEL-5 melanoma | 80,000 compounds, 6.4% hits
UACC-257: UACC-257 melanoma | 78,000 compounds, 4.4% hits
UACC-62: UACC-62 melanoma; 81,000 compounds, 5.4% hits
* = called active by the depositor; . = no result given. Rule for the calls: active = growth percent below 10; inactive = the rest.

SMILES	SK-MEL-28	HS 578T	LOX IMVI	MALME-3M	SK-MEL-2	SK-MEL-5	UACC-257	UACC-62
COc1cccc2c1OC1(Oc3c(cccc3OC)C=C1C)C(C)=C2	106.7	101.4	101.1	92.6	110.6	97.8	91.5	81.6
O=S1(=O)CS(=O)(=O)OCCCCCO1	98.8	94.9	91.7	82.6	111.4	99.2	103.4	93.6
COc1cc2c(OC)c(-c3c(C)cc4c(-c5nc6ccccn6c5NC5CCCCC5)c(OC)c(OC)cc4c3OC)c(C)cc2c(-c2nc3ccccn3c2NC2CCCCC2)c1OC	79.9	85.3	83.2	92.3	87.8	71.0	.	74.9
CC(=O)c1ccc2ccccc2c1O	107.8	101.5	101.4	102.6	120.9	96.4	.	94.1
CCCCn1c(N)c(N(CC)C(=O)COc2ccc(Cl)cc2Cl)c(=O)[nH]c1=O	108.5	77.9	99.4	172.5	85.6	99.0	.	86.8
NC(=S)N1N=C(c2ccccc2)CC1=O	106.3	120.4	.	97.3	112.8	109.4	99.7	104.4
O=C(CBr)c1ccc(F)c2ccccc12	104.1	98.2	87.4	97.6	107.2	109.3	.	96.0
CC1(C)CC(=O)C2=C(C1)C(c1ccc(Cl)cc1)n1ncc(C#N)c1N2 (configuration not stated)	112.0	98.1	106.7	102.4	103.5	95.4	101.2	89.8
O=C1c2c(c3c4ccc(Br)cc4oc3c3[nH]c4ccccc4c23)C(=O)N1CCN1CCCCC1	99.5	82.6	63.7	75.7	.	81.3	.	62.8
N=c1c2c(-c3ccccc3)c(-c3ccccc3)oc2ncn1NC(=O)c1ccc(Cl)cc1	100.8	91.6	92.9	100.4	108.3	84.2	98.8	75.0
O=c1[nH]cnc2c1ncn2Cc1ccc([N+](=O)[O-])cc1	105.4	104.6	100.7	106.6	87.2	105.6	101.9	97.4
N#Cc1c(-c2ccco2)nc2c(c(-c3ccccc3)nn2-c2ccccc2)c1-c1ccc2c(c1)OCO2	106.2	92.5	102.7	102.5	103.6	98.3	102.8	88.5
CCCCN(CCCC)CCCN=c1nc2c(c(N)n1-c1ccccc1)c(=S)n(-c1ccccc1)c(=S)n2-c1ccccc1	-100.0*	-64.6*	-89.7*	-91.5*	.	-100.0*	-73.1*	-99.4*
COc1ccc(-c2cc(Cc3ccc(Cl)cc3)c(=O)[nH]n2)cc1	119.2	104.8	96.6	102.5	97.6	89.8	76.5	83.1
CN1C(=O)N(C)C2Nn3c(s/c(=C\c4cccs4)c3=O)=NC21 (configuration not stated)	101.7	108.5	104.5	100.2	107.4	101.4	101.1	91.5
COc1cc(C(=O)OCC[N+](C)(C)C)cc(OC)c1OC	108.8	123.7	105.7	107.6	107.4	107.7	100.8	98.9
O=C(Cn1nncc1CN1C(=O)CSC1=O)Nc1cccc(Br)c1	.	102.8	95.9	103.9	102.7	100.6	97.5	97.5
COc1ccc(Nc2ncnc3ccc(-c4cncc(NS(C)(=O)=O)c4)cc23)cc1Cl	42.4	-3.1*	15.7	36.2	-4.5*	-60.5*	37.0	31.8
CC(SC(C)C(=O)N/N=C/c1ccc(F)cc1)C(=O)N/N=C\c1ccc(F)cc1 (configuration not stated)	125.5	101.3	102.0	123.2	94.4	105.0	108.7	90.2
c1csc(-c2cn3nc(-c4c[nH]c5ccccc45)sc3n2)c1	48.5	29.1	28.8	23.7	37.2	19.5	60.1	32.5
COc1ccc2c(c1)O/C(=C\c1c(C)n(C)n(-c3ccccc3)c1=O)C2=O	101.1	99.7	97.2	112.3	95.4	122.9	101.3	93.8
O=S(=O)(O)c1ccc(N=Nc2ccc(N=Nc3ccc(O)cc3)cc2)cc1	113.8	95.6	96.2	105.9	96.1	101.0	107.0	94.6
Nc1nc(N)c2c(n1)NC(c1ccc(F)cc1)CC(c1cccc(Nc3ccncc3)c1)=N2 (configuration not stated)	98.6	71.1	51.0	106.5	98.0	88.0	80.2	89.5
CC1=NC(=S)NC(c2ccccc2)/C1=C1/CC(c2ccc(Cl)cc2)N(c2ccccc2)N1 (configuration not stated)	105.5	113.4	98.3	104.7	107.9	103.3	106.2	97.9
COc1cc(NC(=O)Cc2cc3c(OC)c(OC)c(OC)cc3nc2CCC(N)=O)cc(OC)c1OC	109.9	102.2	98.0	93.3	110.6	96.4	97.6	106.4
Later entries.
SMILES	SK-MEL-28	HS 578T	LOX IMVI	MALME-3M	SK-MEL-2	SK-MEL-5	UACC-257	UACC-62
CC(=O)ON=C1C=CC(=C(C#N)c2ccccc2)C=C1	55.5	15.5	5.8*	83.3	41.2	48.1	30.5	26.1
CC1CCCCC1(O)Cc1ccccc1 (configuration not stated)	102.8	111.0	94.6	89.8	.	.	101.5	100.7
Nc1c(Cl)cccc1[N+](=O)[O-]	105.8	87.8	102.8	96.7	.	103.9	107.9	100.8
N[C@@H](Cc1ccccc1)[C@@H](O)C(=O)NCc1ccccn1	103.9	105.7	105.4	98.3	113.2	99.4	108.8	96.7
O=C(CSc1nc2ccccc2c(=O)n1-c1ccccc1)Nc1cccc(C(=O)/C=C/c2ccccc2Cl)c1	107.0	106.1	103.3	112.8	104.8	99.3	112.0	95.5
CCN(/C=c1\sc2ncnn2c1=O)CC	102.9	93.4	98.4	102.2	102.9	97.4	94.0	101.7
COc1cc2c(cc1OCCCN1CCN(CCCOc3cc4c(cc3OC)C(=O)N3CC(F)(F)C[C@H]3C=N4)CC1)N=C[C@@H]1CC(F)(F)CN1C2=O	99.3	-0.6*	12.0	89.0	90.6	20.6	85.3	76.2
N#C/C(=C\c1cccc2cnccc12)n1nnc2cc(F)c(F)cc21	75.5	76.1	22.7	58.1	84.3	66.4	67.1	61.1
C=CC[C@]12C[C@H](Cl)C[C@H]3O[C@H](COC31O)C2	105.2	103.0	92.8	101.1	108.0	101.0	104.1	98.7
CC1=C(C(=O)OCc2ccccc2)C(c2ccc3c(c2)OCO3)NC(=S)N1C (configuration not stated)	109.6	89.4	94.1	98.8	105.5	94.7	92.0	84.1
COc1ccc([C@@H](OC)[C@@]2(Cc3ccc(O)cc3)N=C(N)N(C)C2=O)cc1	103.5	102.6	100.1	101.2	104.2	102.8	92.8	98.2
CC(=O)Nc1ccc(/C=N/O)cc1	96.6	101.0	106.1	97.7	121.0	98.8	95.1	92.9
Cc1ccc(OC(=O)Cc2ccccc2)c(C(=O)c2cnc3c(c2)c(C)nn3-c2ccccc2)c1	98.5	69.2	97.9	100.8	.	96.4	99.4	69.2
CC(C)(C)NC(=O)NC(=O)CN1C(=O)NC(C)(c2ccc(Cl)cc2Cl)C1=O (configuration not stated)	109.6	110.9	99.0	106.7	86.2	91.1	66.4	90.4
Cc1ccc(S(=O)(=O)Nc2ccc(-[n+]3ccc(-c4cccc(C)c4)o3)cc2)cc1	103.6	95.3	.	92.1	107.6	90.7	97.5	80.7
C#CCNCc1ccccc1	112.1	95.6	105.0	119.5	111.6	105.8	103.6	101.2
CC(=O)NO	110.3	115.0	96.4	101.6	102.7	101.0	105.0	100.1
CCOC(=O)c1ncc(-c2cc(F)c(F)c(F)c2)c(NC2CCCCCC2)n1	103.8	95.1	104.3	100.1	94.4	87.5	93.7	92.5
CC(Nc1ccc(Br)cc1[N+](=O)[O-])C(=O)O (configuration not stated)	104.3	114.7	103.1	92.5	.	103.0	95.2	102.3
c1ccc2sc(-c3cnn4cccnc34)nc2c1	119.1	97.9	95.1	124.7	109.0	82.4	123.7	93.3
COc1ccc2c(c1)C(=O)/C(=C/c1cccc(OCC(=O)c3ccccc3)c1)O2	-11.1*	52.0	-5.0*	45.1	75.1	50.2	42.9	67.0
CCCn1c(=O)[nH]c(N)c(C(c2ccc(F)cc2)c2c(N)[nH]c(=O)n(CCC)c2=O)c1=O	102.3	86.2	97.8	94.0	99.6	97.6	89.0	87.7
COc1ccc(-c2csc(N=Nc3c(O)[nH]c4ccc(OC)cc34)n2)cc1	93.8	65.5	74.5	85.4	89.7	80.2	109.7	86.2
O=c1[nH]nc(SCc2ccccc2)c(=S)[nH]1	101.3	88.5	109.8	119.2	122.2	97.4	94.5	96.4
Cc1ccc(CN(C)Cc2nc3c(Br)cc(Br)cc3c(=O)[nH]2)cc1	103.3	103.4	96.4	133.0	93.7	104.7	104.4	82.8

14 structures out of the list, sorted by heavy-atom count, high to low.
SMILES	SK-MEL-28	HS 578T	LOX IMVI	MALME-3M	SK-MEL-2	SK-MEL-5	UACC-257	UACC-62
COc1cc2c(cc1OCCCN1CCN(CCCOc3cc4c(cc3OC)C(=O)N3CC(F)(F)C[C@H]3C=N4)CC1)N=C[C@@H]1CC(F)(F)CN1C2=O	99.3	-0.6*	12.0	89.0	90.6	20.6	85.3	76.2
O=C(CSc1nc2ccccc2c(=O)n1-c1ccccc1)Nc1cccc(C(=O)/C=C/c2ccccc2Cl)c1	107.0	106.1	103.3	112.8	104.8	99.3	112.0	95.5
CCCn1c(=O)[nH]c(N)c(C(c2ccc(F)cc2)c2c(N)[nH]c(=O)n(CCC)c2=O)c1=O	102.3	86.2	97.8	94.0	99.6	97.6	89.0	87.7
COc1ccc2c(c1)C(=O)/C(=C/c1cccc(OCC(=O)c3ccccc3)c1)O2	-11.1*	52.0	-5.0*	45.1	75.1	50.2	42.9	67.0
CCOC(=O)c1ncc(-c2cc(F)c(F)c(F)c2)c(NC2CCCCCC2)n1	103.8	95.1	104.3	100.1	94.4	87.5	93.7	92.5
CC(C)(C)NC(=O)NC(=O)CN1C(=O)NC(C)(c2ccc(Cl)cc2Cl)C1=O (configuration not stated)	109.6	110.9	99.0	106.7	86.2	91.1	66.4	90.4
N#C/C(=C\c1cccc2cnccc12)n1nnc2cc(F)c(F)cc21	75.5	76.1	22.7	58.1	84.3	66.4	67.1	61.1
Cc1ccc(CN(C)Cc2nc3c(Br)cc(Br)cc3c(=O)[nH]2)cc1	103.3	103.4	96.4	133.0	93.7	104.7	104.4	82.8
N[C@@H](Cc1ccccc1)[C@@H](O)C(=O)NCc1ccccn1	103.9	105.7	105.4	98.3	113.2	99.4	108.8	96.7
CC(=O)ON=C1C=CC(=C(C#N)c2ccccc2)C=C1	55.5	15.5	5.8*	83.3	41.2	48.1	30.5	26.1
c1ccc2sc(-c3cnn4cccnc34)nc2c1	119.1	97.9	95.1	124.7	109.0	82.4	123.7	93.3
CC(Nc1ccc(Br)cc1[N+](=O)[O-])C(=O)O (configuration not stated)	104.3	114.7	103.1	92.5	.	103.0	95.2	102.3
CC(=O)Nc1ccc(/C=N/O)cc1	96.6	101.0	106.1	97.7	121.0	98.8	95.1	92.9
Nc1c(Cl)cccc1[N+](=O)[O-]	105.8	87.8	102.8	96.7	.	103.9	107.9	100.8

More entries:
SMILES	SK-MEL-28	HS 578T	LOX IMVI	MALME-3M	SK-MEL-2	SK-MEL-5	UACC-257	UACC-62
COc1ccc(-c2nn(-c3ccccc3)cc2-c2nc3ccccc3s2)cc1	88.3	74.2	89.9	100.2	106.3	94.0	103.9	78.0
COC(=O)c1cc2oc(/C=N/NC(=O)c3cc4oc(-c5cccc(C(F)(F)F)c5)cc4[nH]3)cc2n1Cc1ccccc1	112.8	87.5	97.6	6.6*	107.2	108.3	-29.3*	83.4
O=C(CSc1n[nH]c(-c2ccncc2)n1)c1ccc(Cl)cc1	102.4	95.5	96.4	91.4	107.0	98.7	99.3	95.0
COc1ccc(-c2nc3sc4cc(OC)ccc4n3c2-c2nc3cc(Cl)c(Cl)cc3[nH]2)cc1	66.7	98.8	76.4	46.3	96.2	88.9	98.3	98.0
CC1=C(C)CC2C(=O)C=CC(=O)C2C1 (configuration not stated)	95.1	107.7	124.0	87.8	94.1	101.8	92.2	90.8
Cc1cc(-c2ccc(N=Nc3c(S(=O)(=O)O)cc4cc(S(=O)(=O)O)cc(N)c4c3O)c(C)c2)ccc1N=Nc1c(S(=O)(=O)O)cc2cc(S(=O)(=O)O)cc(N)c2c1O	110.9	71.4	96.9	78.6	93.4	116.0	82.1	94.4
CCOC(=O)c1sc(/N=C2\NC(=O)/C(=C/c3ccc(N4CCN(C)CC4)cc3)S2)nc1C	113.1	106.8	65.7	99.7	98.0	98.0	109.7	112.8
Cc1csc(NC(=O)c2ccc(N(C)C)cc2)n1	101.1	89.2	91.1	103.3	107.8	95.3	106.5	83.2
CC(CO)(CO)C(=O)O	110.1	98.8	97.9	90.4	108.5	97.3	98.4	103.3
COc1ccc(Nc2nc3ccc(NC(=O)NC4CCCCC4)cc3[nH]c2=O)cc1	93.1	69.6	96.2	101.7	111.4	90.9	90.4	94.6
O=c1nc2s/c(=C\c3cccc(F)c3)c(=O)n2c2nc(-c3ccccc3)c(-c3ccccc3)nc12	104.5	117.6	96.5	79.2	112.3	96.7	105.2	91.3

Whole records as entered above. Order of screens: SK-MEL-28	HS 578T	LOX IMVI	MALME-3M	SK-MEL-2	SK-MEL-5	UACC-257	UACC-62
COc1ccc(-c2nn(-c3ccccc3)cc2-c2nc3ccccc3s2)cc1 is listed with 88.3	74.2	89.9	100.2	106.3	94.0	103.9	78.0
Cc1cc(-c2ccc(N=Nc3c(S(=O)(=O)O)cc4cc(S(=O)(=O)O)cc(N)c4c3O)c(C)c2)ccc1N=Nc1c(S(=O)(=O)O)cc2cc(S(=O)(=O)O)cc(N)c2c1O is listed with 110.9	71.4	96.9	78.6	93.4	116.0	82.1	94.4

An unsorted share of the library. Share with any hit: about 11%.
